High-throughput results deposited in PubChem BioAssay by Sanford-Burnham Center for Chemical Genomics.
NLRP3 yeast inh: blocks the NALP3 inflammasome reconstituted in yeast; Yeast reconstituted NLRP3/ASC/caspase-1, beta-gal luminescence, 24 h; inhibition, % at 10 µM; 330,000 tested, 0.39% active; AID 2825;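 active means inhibition of 50% or more; inactive means inhibition below 50%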;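 further: plate controls were induced DMSO wells for no effect and uninduced yeast grown without galactose for full effect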
mIAP act: increases mouse intestinal alkaline phosphatase activity | 330,000 tested, 0.24% active | AID 2805 | activation factor at 10 µM | muIAP, CDP-Star luminescence, 30 min; stronger effect = higher value; 1 = vehicle-only enzyme signal, 0 = enzyme-free wells;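 active means activation factor of at least 2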; further: the source names both 10 and 20 µM as test concentration; values of inactives mirror those of a sister screen read the other way
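Assay system: mouse IAP enzyme; Reagent: CDP-Star chemiluminescent phosphatase substrate; Compound: DMSO-dissolved test compounds; Incubation: 30 min, room temperature; Technique: luminescence from enzymatic CDP-Star hydrolysis; Controls: DMSO-only wells and no-enzyme negative control.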
mIAP inh: blocks mouse intestinal alkaline phosphatase; purified mouse IAP, CDP-Star luminescence, 30 min; inhibition, % at 10 µM; 330,000 tested, 0.2% active;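 active means inhibition of at least 40% at 10 µM in the primary screen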;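 further: plate controls were DMSO with enzyme for no effect and no enzyme wells for full effect; values of inactives mirror those of a sister screen read the other way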
hIAP inh: human IAP inhibition. P09923. purified IAP, CDP-Star luminescence, 30 min. inhibition, % at 10 µM. 330,000 tested, 0.12% active. AID 2544;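 active means inhibition reaching a set limit with compound at 10 µM in the primary screen, cut at about 35% in these data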;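 further: plate controls were DMSO wells with enzyme for no effect and no-enzyme buffer wells for full effect; values of inactives mirror those of a sister screen read the other way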
Target sequence (P09923 whole entry, looked up): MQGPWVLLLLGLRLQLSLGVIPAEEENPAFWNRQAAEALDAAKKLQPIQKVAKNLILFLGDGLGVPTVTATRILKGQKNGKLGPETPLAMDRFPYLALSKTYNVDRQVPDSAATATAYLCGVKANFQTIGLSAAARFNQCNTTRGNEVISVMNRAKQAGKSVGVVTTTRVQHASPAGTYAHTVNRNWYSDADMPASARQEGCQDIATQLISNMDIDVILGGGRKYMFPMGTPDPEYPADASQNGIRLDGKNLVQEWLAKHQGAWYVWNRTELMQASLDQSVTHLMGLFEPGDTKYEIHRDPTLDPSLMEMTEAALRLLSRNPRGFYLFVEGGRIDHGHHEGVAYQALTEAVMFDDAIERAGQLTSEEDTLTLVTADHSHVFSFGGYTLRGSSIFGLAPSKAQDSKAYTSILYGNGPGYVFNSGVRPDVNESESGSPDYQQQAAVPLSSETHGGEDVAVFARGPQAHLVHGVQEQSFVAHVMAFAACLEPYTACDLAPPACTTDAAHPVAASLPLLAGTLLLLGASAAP
APOBEC3A inh: human APOBEC3A DNA deaminase inhibition; AID 493011; P31941; inhibition, % at 20 µM; 330,000 tested, 0.41% active; recombinant A3A, FAM/TAMRA ssDNA deamination fluorescence;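 active means at least 40% inhibition at 20 µM here, with at most 30% in a related deaminase screen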;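 further: plate controls were A3A with DMSO for no effect and wells lacking A3A enzyme for full effect; some results filed as inactive read as strong as hits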
Target sequence (P31941 whole entry, looked up): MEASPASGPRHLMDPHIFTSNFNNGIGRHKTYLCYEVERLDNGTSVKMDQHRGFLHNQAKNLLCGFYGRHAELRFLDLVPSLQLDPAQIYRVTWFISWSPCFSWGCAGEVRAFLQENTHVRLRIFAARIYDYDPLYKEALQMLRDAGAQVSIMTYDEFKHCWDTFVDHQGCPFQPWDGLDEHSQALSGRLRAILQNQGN
TIM10 inh: TIM10 yeast growth inhibition | S. cerevisiae TIM10 strain growth, BacTiter-Glo luminescence, 24 h | inhibition, % at 10 µM | 330,000 tested, 1.4% active | AID 463195;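 active means inhibition of 40% or more at the single tested concentration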;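 further: wild-type TIM10 isogenic control strain grown at permissive 25 °C; 0% = DMSO yeast wells and 100% = minimal medium wells without yeast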
beta cell repl: MIN6 beta-cell proliferation induction. proliferation, % at 10 µM. 330,000 tested, 0.29% active. MIN6 cells proliferation, ATPlite luminescence, 48 h; cells starved in 0.2% serum; 100% = growth in 10% serum;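 active means compounds whose signal lies at least 3.5 SD above the mean of all wells on their plate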;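 further: 0% = DMSO-treated cells in low-serum medium and 100% = 10% serum control; some compounds called inactive have numbers as strong as hits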
A3G deaminase: blocks human APOBEC3G single-stranded DNA deamination | Q9HC16 | recombinant A3G, ssDNA deamination FAM/TAMRA fluorescence | inhibition, % at 20 µM | 330,000 tested, 0.28% active | AID 493012;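 active means inhibition of at least 40% at 20 µM, with no more than 30% in the related APOBEC3A deaminase screen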;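 further: plate controls were DMSO wells with A3G for no effect and wells lacking A3G enzyme for full effect; some compounds called inactive have numbers as strong as hits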
tim10-1 inh: tim10-1 yeast growth inhibition | S. cerevisiae tim10-1 ts strain growth, BacTiter-Glo, 24 h | 330,000 tested, 2.2% active | inhibition, % at 20 µM;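 active means inhibition of at least 40%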;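 further: mutant grown at 25 °C; 0% = DMSO wells with yeast and 100% = wells holding no yeast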
Starred values were filed as active, the others as inactive.

Molecule,NLRP3 yeast inh,mIAP act,mIAP inh,hIAP inh,APOBEC3A inh,TIM10 inh,beta cell repl,A3G deaminase,tim10-1 inh
COc1cccc(SCC2(O)CCN(C(=O)c3ccc(Cl)cc3)CC2)c1,8,1.1,-8,-20,-1,-2,-1,-8,-9
CC(C)N(Cc1nnc(-c2ccc(Cl)cc2)o1)C(=O)c1cc2ccccc2o1,34,0.89,11,-4,-2,0,0,-8,3
CCN(CC)CCNC(=O)c1ccc(NS(=O)(=O)c2ccc3c(c2)OCCO3)cc1,-12,1,-3,-8,-1,-9,2,-5,3
CS(=O)(=O)c1ccc(SCC(=O)NC2CCS(=O)(=O)C2)c([N+](=O)[O-])c1 (stereo not drawn),5,0.98,2,-4,1,-11,0,1,14
O=C(CSc1nnc(CNC(=O)c2cccc(C(F)(F)F)c2)o1)NCc1ccco1,9,0.94,6,18,5,2,-1,-5,-12
Cc1ccc(OCC(=O)N2CCN(S(=O)(=O)c3ccccc3)CC2)c([N+](=O)[O-])n1,17,0.97,3,16,-1,-3,-1,-3,2
NC(=O)c1cccc(NC(=O)CCCCC(=O)Nc2cccc(C(N)=O)c2)c1,14,1.1,-7,5,-4,-11,-4,-5,0
COc1cc(OC)cc(C(=O)N2CCN(C(=O)c3cccc(F)c3)CC2)c1,-2,0.9,10,-11,-1,-6,1,-3,1
Cc1nc2ccccc2n1Cc1ccc(Cl)cc1,23,1.1,-6,2,1,-5,-8,-3,17
Cc1ccccc1-c1nc(CS(=O)(=O)CC(=O)NC2CCCCC2C)c(C)o1 (stereo not drawn),20,1.1,-9,-32,-1,14,-5,-3,41*
C/C(=N\NC(=O)c1cc(C)[nH]n1)c1ccc(-c2ccccc2)cc1,18,1.1,-5,-88,-1,-10,0,-10,-3
CCN(CC)C(=O)c1c(-c2ccccc2)oc2ccc(OC)cc12,-6,1,-2,8,-2,24,-3,3,41*
COCCCn1c(SCC(=O)Nc2oc(C)c3c(C)n[nH]c(=O)c23)nc2sc3c(c2c1=O)CCC3,5,0.97,3,-4,3,6,6,-8,-6
O=S(=O)(c1ccc(SCCOc2cccc(Br)c2)nc1)N1CCCC1,1,1,-2,8,5,19,-6,-4,21
O=C(O)Cn1nc(-c2ccccc2)ccc1=O,5,0.94,6,-12,-5,3,-3,-4,2

The final two compounds of the section before are carried over, then new ones follow.
Molecule,NLRP3 yeast inh,mIAP act,mIAP inh,hIAP inh,APOBEC3A inh,TIM10 inh,beta cell repl,A3G deaminase,tim10-1 inh
O=S(=O)(c1ccc(SCCOc2cccc(Br)c2)nc1)N1CCCC1,1,1,-2,8,5,19,-6,-4,21
O=C(O)Cn1nc(-c2ccccc2)ccc1=O,5,0.94,6,-12,-5,3,-3,-4,2
CCOC(=O)c1[nH]c2cc3c(cc2c1NC(=O)CN1CCc2ccccc2C1)OCO3,13,0.97,3,-20,3,25,-1,-1,16
O=C(Cc1cccs1)N(c1ccccc1)C1C=CS(=O)(=O)C1 (stereo not drawn),8,0.99,0,8,-1,-1,-4,-9,4
Cc1ccc(/C=N/NC(=O)C[n+]2ccccc2)s1,18,0.96,4,0,1,-5,-2,-3,-11
CC(Sc1nnc(-c2ccncc2)n1C)C(=O)Nc1nccs1 (stereo not drawn),10,0.96,4,3,-2,5,0,-8,-29
Cc1ccc(SCC(=O)Nc2ncc(C)s2)cc1,28,0.91,9,-6,2,31,-1,4,30
CC1CN(Cc2nc3c(c(=O)n(C)c(=O)n3C)n2CCCO)CC(C)O1 (stereo not drawn),15,0.92,8,11,-2,-1,-1,-8,10
Cc1ccc(C2=NS(=O)(=O)N(C)C(C(=O)Nc3ccc4c(c3)OCO4)=C2)cc1,1,0.95,5,-3,-2,11,-5,-7,38
CCOc1ccccc1-n1nnnc1SCC(=O)NCc1ccco1,16,0.9,10,-3,6,8,-2,-13,7
O=C1C(=O)N(CCO)C(c2ccccc2[N+](=O)[O-])/C1=C(\O)c1ccccc1 (stereo not drawn),17,1,0,-4,2,13,-5,-1,3
CS(=O)(=O)N(CC(=O)NC1CC2CCC1C2)c1ccc(Oc2ccccc2)cc1 (stereo not drawn),11,1.1,-10,-6,-3,22,0,-2,33
N#Cc1ccc(C23CC4(C2)[C@H](CN(Cc2ccc(C(F)(F)F)cc2)[C@@H]4c2ccccc2)C3c2ccc(C(F)(F)F)cc2)cc1 (stereo partly drawn),18,1.1,-6,15,5,-7,-6,17,8
Cc1ccc(C)c(NS(=O)(=O)c2cc(C(=O)NCC3CCCO3)ccc2C)c1 (stereo not drawn),-2,0.96,4,-14,0,0,-1,-5,-3
CC1=C(C(=O)OCc2ccccc2)C(c2cccc(F)c2)NC(=O)N1 (stereo not drawn),10,1,0,17,-7,1,-2,-8,8
COc1cc(C)c(C(=O)Oc2cc(C)c(C(=O)O)c(O)c2C)c(O)c1C(=O)O,3,0.98,2,3,2,-7,-4,18,13
CCOC(=O)Cc1csc(N/N=C/c2cccc([N+](=O)[O-])c2)n1,-5,0.86,14,3,-1,10,0,-8,13
CCCn1c(SCC(=O)Nc2ccc(S(=O)(=O)N(C)C)cc2)n[nH]c1=O,-3,0.91,9,11,0,4,3,-5,14
Cc1cccc(C)c1NC(=O)C1(NC(=O)c2cnccn2)CCCCC1,11,0.99,1,8,-1,-8,-1,-1,11
COc1cc(OC)cc(C(=O)N2CCN(C(=O)COc3ccc4ccccc4c3)CC2)c1,21,1.1,-6,5,1,14,-4,-2,12
O=C(c1cc(COc2ccc(F)cc2Cl)on1)N1CCc2ccccc2C1,5,0.94,6,6,4,-3,-4,-3,15
NC(=O)c1nsc(C(=O)N(c2ccccc2)C(C(=O)NC2CCCCC2)c2ccc(O)cc2)c1N (stereo not drawn),14,0.92,8,-5,-1,3,1,-11,-3
NS(=O)(=O)c1ccc(NC(=O)COC(=O)CCNC(=O)NC23CC4CC(CC(C4)C2)C3)cc1,7,1,-4,-16,7,-9,1,-1,6
CC(NC(=O)Cn1nnc(-c2ccncc2)n1)c1ccccc1 (stereo not drawn),0,0.89,11,7,0,1,-2,0,10
CCC(CC)c1nc2cc(OC)c(OC)cc2c(=O)o1,15,0.99,1,-7,-4,16,-3,-9,7
COc1ccc(-c2c[n+]3c(n2-c2ccccc2)SCC3)cc1,8,1,-4,-15,1,-15,-3,1,-9
N#CCCn1cc(C(=O)O)c(-c2cccs2)n1,18,1.1,-9,-4,1,4,-2,-2,8
O=C(Nc1cnccn1)c1ccc(Cl)cc1,12,1,-1,-22,-4,-14,-3,-7,1
Oc1c(Br)cc(/C=N/NC(=S)NCC2CCCO2)cc1Br (stereo not drawn),17,1,0,-1,-2,9,-2,-7,17
COc1ccc(C(CNC(=O)c2ccccc2C)N2CCCC2)cc1 (stereo not drawn),1,1.1,-12,-15,2,-10,-1,-1,6
COc1ccc(OC)c(S(=O)(=O)N/N=C\c2cn(CC(N)=O)c3ccccc23)c1,9,0.96,4,13,-2,5,2,-5,-4
COC(=O)/C=C1\S/C(=N/NC(=O)c2ccccc2)NC1=O,3,0.84,16,-30,0,-5,-3,-6,10
O=C(NCCN1CCOCC1)c1ccc(/C=C2\Sc3ccccc3N(Cc3ccc(F)cc3)C2=O)cc1,4,0.86,14,-26,-2,19,-5,-4,26
O=C(O)c1ccc(/C=N/NC(=O)c2cc(-c3cccs3)nc3ccccc23)cc1,5,0.89,12,2,-1,13,1,-4,0
NC(=O)CCn1c(C(=O)c2cc(Cl)c(N)c(Cl)c2)c2ccccc2[n+]1[O-],11,0.98,2,-1,-1,-3,-1,-5,4
CCOC(=O)c1c(-c2ccc(C)o2)csc1NC(=S)NC(=O)N(C)C,-6,0.97,3,-1,-7,37,-5,1,55*
Cc1ccc(N=C(N)N=C(N)N)cc1,-17,1,-2,5,-4,-15,1,-3,-15
CN(Cc1ccccc1)C(=O)COC(=O)COc1ccc(Cl)cc1,7,0.94,6,-8,1,-9,-2,-4,-4
CC(=O)Nc1ccc(S(=O)(=O)NCc2nc(-c3cccc(C)c3)no2)cc1,-2,0.95,4,16,-4,13,-2,-7,6
CCNc1nc(CN2CCOCC2)nc2sc3c(c12)CCC3,17,0.93,7,-1,-5,-11,1,-7,-13
CCOC(=O)Cn1c(=O)oc2cc(S(=O)(=O)NCc3cccs3)ccc21,-8,1,0,2,-1,-7,-4,-1,-9
CC(C)CCNC(=O)c1cn(CC(C)C)c(=O)c2c1c1ccccc1n2C,-5,1.2,-16,-31,-3,-8,-2,-8,9
CCCCNC(=O)C1CCC(CNc2nc(=S)[nH]c3ccccc23)CC1 (stereo not drawn),-5,1.1,-6,15,3,-14,-2,0,8
CSc1ccccc1NC(=O)CN(C)C(=O)COc1cccc2cccnc12,-2,1.1,-10,-14,-2,1,-4,-7,1
CCCOc1ccc(N2C(=O)CC(NCc3ccncc3)C2=O)cc1 (stereo not drawn),8,0.95,5,10,-1,10,0,-2,14
COc1ccc(/C(N)=N/OC(=O)c2ccco2)cc1OC,17,1,-2,0,3,5,0,1,-2
COc1ccc(C2/C=C\CN(C(=O)Nc3ccc(C(F)(F)F)cc3)CC(=O)N2Cc2ccc(F)cc2)cc1 (stereo not drawn),20,1.3,-27,-6,-2,47*,-8,-2,49*
COc1ccc(NC(=O)CSc2nccn2-c2ccccc2)cc1,16,1,-4,10,-1,-6,1,-5,27
COC(=O)c1c(C)[nH]c(C(=O)OC(C)C(=O)N(C)C2CCCCC2)c1C (stereo not drawn),-6,0.98,2,-10,-3,9,3,-5,13
COc1ccc(NC(=S)N2CCC(NC(=O)c3cccc(C)c3)CC2)cc1,21,1,-2,7,-4,-2,2,-8,4
COc1cc(NC(=O)c2cc(S(=O)(=O)N3CCCCC3)c[nH]2)cc(OC)c1,16,1.1,-9,8,3,10,-2,-4,-8
O=C(NCc1ccccn1)c1ccccc1OCc1ccc(F)cc1,12,1.1,-8,-2,-4,-1,4,-12,12
COc1ccc(-c2nc(CN3CCCCC3c3nccn3C)c(C)o2)c(C)c1C (stereo not drawn),14,1.1,-7,-39,-3,29,-5,-3,19
Cn1ccnc1SCCNC(=O)CCc1nnc(CCCCc2ccccc2)o1,5,1.1,-8,-5,1,11,-4,-5,14
Cc1sc2ncnc(NCC(O)c3ccccc3)c2c1C (stereo not drawn),13,1,0,4,-4,8,-3,-6,-6
CC(=O)CCc1ccc(OCCCOc2cccc3cccnc23)cc1,44,0.97,3,-1,-2,3,5.7*,-8,2
O=C(NCCCn1ccnc1)c1ccc(S(=O)(=O)N2CCOCC2)cc1,15,1.1,-12,-3,5,-20,3,-2,10
Cc1c(CNCCc2ccccc2Cl)c(C(=O)O)c(C)n1-c1ccccc1,18,0.92,8,-11,2,12,-2,-2,30
Cc1cccc(C(=O)N2CCCC(c3nc(-c4ccc(C)o4)no3)C2)c1 (stereo not drawn),2,1,-5,-11,-1,-8,1,-1,15
